# Eya2 phos inh – qHTS Assay for Inhibitors of the Phosphatase Activity of Eya2 | recombinant Eya2, OMFP fluorescence dephosphorylation (OMFP is methylfluorescein phosphate) | Potency, µM (doses to about 76.9 µM), for the others: at the highest dose activity, negative = inhibition, usual class: inhibitors | 0.006% of 330,000 active | AID 488837, 2010; further: potency means the concentration at half of the fitted maximal effect; on the % scale 0 is the no-effect control and ±100 the full control effect
# Target sequence (O00167 whole entry, looked up): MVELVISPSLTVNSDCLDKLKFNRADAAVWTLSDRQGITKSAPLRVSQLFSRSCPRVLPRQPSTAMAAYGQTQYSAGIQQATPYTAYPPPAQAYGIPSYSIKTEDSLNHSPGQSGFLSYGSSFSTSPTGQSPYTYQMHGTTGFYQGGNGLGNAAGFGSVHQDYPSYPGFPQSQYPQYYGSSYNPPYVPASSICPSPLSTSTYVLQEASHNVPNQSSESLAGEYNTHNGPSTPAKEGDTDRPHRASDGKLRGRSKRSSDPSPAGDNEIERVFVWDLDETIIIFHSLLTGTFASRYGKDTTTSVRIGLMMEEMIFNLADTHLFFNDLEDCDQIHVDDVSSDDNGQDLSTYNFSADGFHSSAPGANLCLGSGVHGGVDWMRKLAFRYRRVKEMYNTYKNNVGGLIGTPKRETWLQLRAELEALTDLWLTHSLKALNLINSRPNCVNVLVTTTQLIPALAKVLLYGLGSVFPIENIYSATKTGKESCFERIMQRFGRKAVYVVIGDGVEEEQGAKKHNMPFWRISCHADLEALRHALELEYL
#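 Eya2 protein (added as 0.2 uM solution) was preincubated with compound for 10 min at ambient temperature in 50 mM HEPES pH 7.5, 50 mM NaCl, 5 uM MgCl2, 0.05% BSA, 1 mM DTT. OMFP (added at 50 uM) then reacted 10 min; fluorescence read at 485/525 nm.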
# TRPV1 agonist – HTS Assay for Compounds that Act as Agonists of the Vanilloid Receptor 1; Transient receptor potential cation channel subfamily V member 1 (Homo sapiens), Q8NER1; TRPV1-expressing cells, Fluo-8 calcium influx, agonist mode; activation, % at 8.33 µM; 0.19% of 320,000 active; AID 540275, 2011; in the data active means activation above about 80%; inconclusive means between about 30% and that limit; further: 0% is about no effect
#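 TRPV1-expressing cells were cultured overnight at 35.5C and loaded with Fluo-8 calcium dye for 40 to 90 min at room temperature. After a 10 s baseline, compound was added and calcium influx was read kinetically for 3 min (ex 480/em 520 nm).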
# TSHR antag – Antagonists of the Thyroid Stimulating Hormone Receptor: HTS campaign; Thyrotropin receptor (Homo sapiens), P16473; TSHR-expressing cells, TSH-stimulated cAMP HTRF, 2 h; stronger effect = lower value; activity change, negative = inhibition, % at 11.5 µM; 0.2% of 330,000 active; AID 504810, 2011;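 active means activity change below a set negative limit, meaning inhibition stronger than a set level, cut at about -70% in these data; inconclusive means activity change between two set negative limits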; further: on the % scale 0 is the no-effect control and ±100 the full control effect
#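 Antagonism was scored as loss of TSH-driven cAMP in TSHR cells, stimulated with 4nM TSH (EC80) for 2 hours at 37 deg C and detected by homogeneous HTRF competition immunoassay.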
# USP2a inh – qHTS Assay for Inhibitors of Ubiquitin-specific Protease USP2a Using CHOP2 as the Reporter. Ubiquitin carboxyl-terminal hydrolase 2 (Homo sapiens), O75604. USP2 core, Ub-CHOP2 coupled fluorogenic reporter, 485/531. Potency, µM (series often up to 38.3 µM), without a hit: top-dose activity change, negative = inhibition, actives largely listed as inhibitors. 0.01% of 330,000 active. AID 463254, 2010;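 further: potency means the concentration at half of the fitted maximal effect; plate controls were DMSO wells for no effect and full inhibition by NEM control for full effect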
#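 Cell-free coupled assay: 10nM USP2 core preincubated 30min RT with compound in Tris-HCl pH 8.0/CaCl2/CHAPS buffer, then 25nM Ub-CHOP2 and 25nM reporter substrate; fluorescence (Ex 485/Em 531) read after 60min RT, normalized to NEM inhibition, concentration-response curves fitted.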
# hERG WT inh – qHTS for Inhibitors of KCHN2 3.1: Wildtype qHTS; Voltage-gated inwardly rectifying potassium channel KCNH2 (Homo sapiens), Q12809; U2OS, BacMam KCNH2, thallium flux FluxOr; stronger effect = lower value; activity change, % at 1.84 µM; 0.37% of 340,000 active;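 active means maximum activity change below -70%; inconclusive means maximum activity change between -70% and -50%; inactive means maximum activity change above -50%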; further: on the % scale 0 is the no-effect control and ±100 the full control effect
#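 U2OS cells were transduced with wild-type KCNH2 virus (2.03 x 10^8 / mL) for 4 h at room temperature, then cultured overnight at 37 C. Thallium flux was read with FluxOr dye. Rate constants were normalized to DMSO controls.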
# Mito fusion act – qHTS Assay for Small Molecule Inhibitors of Mitochondrial Division or Activators of Mitochondrial Fusion; S. cerevisiae fusion-defective mutant growth rescue, CellTiterGlo 48 h; Potency, µM (titrated, usually from 46.1 µM), for the others: at the top dose growth rescue (activation), usual class: activators; 0.23% of 320,000 active;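 further: potency means the concentration at half of the fitted maximal effect; % of control where 0% means no effect; nearly all actives have a fitted effect of over 45% in size; temperature-sensitive fusion mutants such as fzo1-1 at 37 °C on non-fermentable ethanol glycerol medium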
#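 Yeast fusion mutant, YPEG (non-fermentable carbon), compound, 48 h at 37C non-permissive; CellTiterGlo added, 10 min RT, luminescence read. Rescued growth = division inhibition.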
# KCNH2 3.1 block – qHTS for Inhibitors of KCHN2 3.1: Mutant qHTS. Potassium voltage-gated channel subfamily H member 2, brain isoform KCNH2 3.1 (human). U2OS KCNH2 3.1, thallium flux FluxOr; stronger effect = lower value. activity change, % (tested at about 1.8 µM). 0.95% of 340,000 active. AID 720553, 2013;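 active means maximum activity change below -70%; inconclusive means maximum activity change from -70% to -50%; inactive means maximum activity change above -50%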;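 further: thallium influx rate constant from kinetic fluorescence after stimulation buffer; on the % scale 0 is the no-effect control and ±100 the full control effect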
#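 FluxOr-based Tl+ influx in U2OS cells transduced with KCNH2 3.1 virus; rate constants normalized to DMSO controls.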
# TCR activator – Activators of T cell receptors: qHTS campaign; AID 504894, 2011; Potency, µM (top dose mostly 9.22 µM), for inactives: at the highest dose activation of IL-2 secretion, hits mostly activators; primary human leukocytes, anti-CD3, IL-2 HTRF, 48 h; 330,000 tested, under 10 active; further: % of control where 0% means no effect
#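 Primary human leukocytes incubated 48 hr with anti-CD3 beads plus compound, without co-stimulation. Secreted IL-2 measured by HTRF (europium cryptate/d2 anti-IL-2 pair, 320 nm excitation, 665 nm emission).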
# A-T KAP1 phos – qHTS Assay for Identifying a Potential Treatment of Ataxia-Telangiectasia. […] A-T fibroblasts, KAP-1 phosphorylation AlphaLISA; neocarzinostatin DNA damage 30 min before lysis. Potency, µM (top dose mostly 57.5 µM), for inactives: at the top dose activation, hits mostly activators. 0.19% of 320,000 active. AID 485349, 2010; further: potency means the concentration at half of the fitted maximal effect; % of control where 0% means no effect; nearly all actives have a fitted effect of over 45% in size
#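 ATM-like activity read as KAP-1 phosphorylation via AlphaLISA donor/acceptor antibody pairs after lysis and 6 hr at 25C. Cells were ATM-null patient fibroblasts ([…], hTERT), dosed 60 min, then exposed to the DSB inducer NCS for 30 min.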
# ELG1 repair inh – qHTS screen for small molecules that inhibit ELG1-dependent DNA repair in human embryonic kidney (HEK293T) cells expressing luciferase-tagged ELG1. 2.3% of 330,000 active. AID 504467, 2011. Potency, µM (series often up to 46.1 µM), inactives show at the highest dose activity change, negative = inhibition, actives largely listed as inhibitors. HEK293T ELG1-luciferase reporter, luminescence, 16 h; DNA damage induced by 5-fluorouridine; further: potency means the concentration at half of the fitted maximal effect; on the % scale 0 is the no-effect control and ±100 the full control effect; nearly all actives have a fitted effect of over 55% in size
#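 5-Fluorouridine DNA damage + compound/DMSO, 2,000 cells/well, 16 h, 37 °C/5% CO2. ONE-Glo, 30 min RT, luminescence. Readout = decrease in reporter signal.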
# * = called active by the depositor; ? = inconclusive; . = no result given; & = joins results of further samples; [ ] = another dose, or the depositor's remark. Unless noted, the call rests on the fitted dose curve; in most records, active means well fitted curve in the direction sought with a large enough effect; inconclusive means small, poorly fitted or top-dose-only effect, or another doubt; inactive means no such curve, though single readings can be large; an effect the other way counts as inactive or inconclusive. A portion of the library (hit frequency here may not be typical).
smiles	TCR activator	TSHR antag	Eya2 phos inh	Mito fusion act	A-T KAP1 phos	TRPV1 agonist	hERG WT inh	USP2a inh	KCNH2 3.1 block	ELG1 repair inh
CN(C)CCC#CC1(O)c2ccccc2-c2ccccc21	-2.6%	11.9	-6.8%	-0.3%	0.3%	-1.2	-4.9	1.5%	12.0	-5.3%
Cc1ccccc1-c1nnc(SCc2ccc(F)cc2)o1	1.5%	-15.0	-14.0%	11.3%	24.4%	15.7	-8.4	2.4%	-8.2	?
COc1cc(N)c(Cl)cc1C(=O)OC(C)C(=O)Nc1cccc(S(=O)(=O)N2CCOCC2)c1 (centres undefined)	1.7%	-2.8	-20.6%	-0.7%	-4.3%	-2.3	-0.2	0.0%	7.1	-5.7%
COC(=O)c1ccc(NC(=S)Nc2ccc(O)cc2)cc1	-5.8%	5.0	0.1%	-0.7%	1.7%	-3.2	.	-0.1%	18.7	20.9%
O=C(CSCc1ccccc1)Nc1cccc(C(=O)Nc2ccc(C(=O)O)cc2)c1	3.8%	-0.1	3.1%	0.9%	-7.4%	3.2	2.2	0.2%	12.6	-1.7%
CCOC(=O)Cn1c2c(c(-c3ccccc3OC)cc1=O)CCCC2	.	3.3	-6.1%	1.6%	.	12.1	14.8	4.6%	-1.6	1.4%
COc1ccc(NC(=O)C2C3C=CC4(O3)C2C(=O)N(CCCN2CCCC(C)C2)C4C(=O)NC2CCCCC2)cc1 (centres undefined)	5.8%	0.9	-5.1%	-4.5%	-6.0%	0.2	-0.1	0.1%	-5.7	0.5%
CN(Cc1ccccc1)C(=O)c1cnc2n(c1=O)CCS2	1.6%[46.1 µM]	-2.4	1.7%	-1.2%	2.0%	1.8	5.6	-0.6%	5.0	-0.5%
Cn1c(SCC(=O)N2CCCC2=O)nnc1-c1ccccc1F	-2.4%	1.4	8.6%	-1.9%	2.6%	2.2	-5.8	10.0%	35.8	-23.8%
CC(=O)c1cccc(NC(=O)CCNC(=O)c2ccccc2Cl)c1	-2.0%	-4.2	-21.4%	6.3%	10.8%	-0.3	2.2	-4.2%	-5.7	0.0%
CCC(C)c1ccccc1N1CC(C(=O)NCCCn2nc(C)cc2C)CC1=O (centres undefined)	-2.6%	-5.0	0.4%	-1.0%	-0.7%	1.0	4.2	1.5%	1.5	19.8%
O=C(NCc1cccnc1)c1nn2cccnc2c1Cl	-21.4%	-2.6	-2.0%	3.2%	1.5%	-2.2	3.0	1.3%	4.3	6.2%
COc1ccc(-c2csc(N3CCC(C(N)=O)CC3)n2)cc1	-29.8%	-4.6&-14.5	-5.1%&10.8%	-2.7%	0.0%&-0.5%	.	.	0.7%&3.7%	.	0.0%
Cc1ccsc1/C=N/NC(=O)CN1CCN(Cc2ccccc2)CC1	1.5%	-8.1	12.7%	-0.4%	1.7%	-2.2	6.6	3.6%	-5.9	-6.3%
COCc1nnc(NC(=O)CCCOc2ccccc2OC)s1	-7.9%	-0.2	-3.6%	2.5%	-3.5%	8.6	-5.2	-0.5%	-10.8	-11.6%
Cc1ccc(/C=C/C(=O)O)cc1S(=O)(=O)Nc1ccc2c(c1)OCO2	-4.9%	22.7	15.5%	1.8%	5.6%	2.9	5.5	-6.3%	-2.7	?
c1ccc2c(c1)nc(N1CCOCC1)c1ccccc12	-3.7%	25.7	15.0%	12.6%	13.4%	10.5	-2.6	-0.9%	-27.0	4.2%
Cc1cc(C)cc(OC(C)C(=O)NCCCn2ccnc2)c1 (centres undefined)	-1.3%	-103.9*	-5.2%	-5.3%	-2.9%	-2.0	-2.9	3.5%	6.9	16.2%
CCOC(=O)N1CCN(C(=O)COc2ccc(Cl)cc2)CC1	7.8%	0.3	-2.2%	-3.8%	-2.5%	4.2	6.3	2.5%	1.3	7.3%
Cc1ccc(C)c(N(CC(=O)NC2CCCC2)C(=O)CCC(=O)Nc2nccs2)c1	1.5%	-2.2	0.0%	-11.7%	4.3%	-2.0	27.9	-1.8%	-4.8	-2.7%
Cc1ccc(C(=O)N2CCCC2)cc1S(=O)(=O)N1CCOCC1	-0.6%	-6.3	1.7%	0.3%	-5.2%	0.7	-6.0	1.0%	7.6	-2.1%
C=CCn1c(N2C(=O)CC(Cc3ccccc3)C2=O)nc2ccccc21 (centres undefined)	5.4%	7.3	-9.7%	22.9%	-9.2%	7.7	-9.3	-4.5%	-15.6	8.7%
Cc1ccn2cc(CSc3ccccc3)nc2c1	-4.3%	-9.3	-24.3%	-0.4%	-1.6%	17.0	0.4	5.1%	-12.5	?
COc1ccc(S(=O)(=O)N2CCC(C(=O)N3CCOCC3)CC2)cc1Cl	-4.3%	-5.4	7.1%	-5.9%	3.0%	-2.0	32.7	-1.4%	8.8	-7.7%
COc1ccccc1NS(=O)(=O)c1ccc2nc(CCl)[nH]c2c1	1.3%	1.9	5.7%	-2.2%	-5.2%	0.6	-5.3	1.1%	-6.9	?
O=C(N/N=C/c1ccc(-c2cccc([N+](=O)[O-])c2)o1)c1ccccc1O	-1.5%	-12.9	3.0%	1.0%	3.3%	2.7	4.4	3.9%	1.9	?
Cc1cccc(NC(=S)N(C)C)c1C	10.4%	-3.8	7.0%	-5.0%	9.1%	.	-5.3	2.3%	2.4	1.6%
O=C(CSc1nnc(-c2ccccc2Br)o1)N1CCOCC1	-0.2%	7.0	-3.4%	0.7%	-4.6%	?	10.6	2.6%	5.5	?
CC(C)c1ccc(NC2CCCN(C(=O)c3ccco3)C2)cc1 (centres undefined)	-1.5%	13.7	-9.2%	8.3%	-3.9%	97.5*	7.9	0.1%	12.5	2.1%
COc1ccc(C(=O)C2CCCN(Cc3cnc(N4CCOCC4)s3)C2)c(OC)c1 (centres undefined)	3.5%	-10.6	-2.6%	-3.1%	-0.4%	1.2	21.8	1.0%	-2.4	?
Nc1nn(-c2ccccc2)nc1C(=O)OCc1ccccc1	2.8%	-1.3	-25.3%	4.7%	45.5%	8.5	-1.3	0.0%	-9.4	?
Cc1ccc(NC(=O)Nc2nnc(-c3ccccc3F)s2)cc1	-1.4%	1.7	1.9%	-3.0%	-1.5%	4.3	4.0	-6.5%	5.0	?
O=C(NC1CCCCCC1)C1c2ccccc2C(=O)N1Cc1ccco1 (centres undefined)	8.0%	4.3	-7.4%	2.8%	-0.9%	0.2	18.9	-0.2%	7.3	12.0%
CCC(CC)NC(=O)c1cccc(Br)c1	0.3%	-7.0	-0.2%	0.5%	-3.0%	11.3	-1.4	3.3%	0.0	-2.0%
O=C(COc1cc(Cl)ccc1Cl)N1CCNC1=O	6.5%	9.2	-14.2%	-3.8%	-5.5%	3.0	2.4	2.5%	-5.9	15.1%
CSc1nsc(SCC(=O)Nc2ccc(F)cc2)n1	5.4%	5.9	16.1%	2.8%	9.9%	18.3	5.2	0.6%	-10.6	?
Cc1ccc(NC(=O)c2ccc(Oc3ncccn3)cc2)cc1	8.3%	-9.4	0.3%	-1.7%	3.0%	?	1.9	-1.0%	10.8	?
Cn1nc(-c2ccc(S(N)(=O)=O)s2)cc1C(F)(F)F	-3.6%	-4.2	-3.3%	-3.9%	-1.7%	0.6	1.1	0.0%	0.6	?
COc1ccc(C(=O)Nc2nc3cc(OC)c(OC)cc3c(=O)[nH]2)cc1	1.3%	7.1	-36.4%	-1.5%	5.9%	-1.0	-3.7	0.1%	-9.4	-13.0%
CC(NC(=O)c1ccc2c(c1)OCCO2)C(=O)O (centres undefined)	0.6%	2.6	-4.2%	-1.9%	-5.3%	-2.4	4.6	-1.9%	2.0	18.8%
O=C(CSc1cccc[n+]1[O-])NN(c1ccccc1)c1ccccc1	7.7%	-7.2	4.7%	-1.8%	2.4%	1.1	-16.2	3.4%	-16.2	6.5%
